High-throughput results: PubChem, several laboratories
PAFAH1B2 inh = PAFAH1B2 (human) inhibition; recombinant PAFAH1B2, FP-rhodamine activity probe, fluorescence polarization; inhibition, % at 3.39 µM; 340,000 compounds, 1.2% hits;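 active = inhibition above the mean of all tested compounds plus 3 SD, cut at about 24% in these data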;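 note: 0% = enzyme with DMSO and 100% = wells lacking PAFAH1B2; many of its hits are not listed in these tables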
AHR act = activates the human aryl hydrocarbon receptor. AHR-responsive luciferase reporter cells, luminescence. activation, % at 5 µM. 320,000 compounds, 2.5% hits. AID 2796; in the data active = activation above about 47%;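 note: 0% = vehicle wells and 100% = reference agonist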
PME-1 primary = PME-1 (human) inhibition; Q9Y570; recombinant PME-1, FP-Rh probe fluorescence polarization; inhibition, % at 5.9 µM; 320,000 compounds, 0.53% hits; AID 2130;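 active = inhibition above the campaign mean of all compounds plus 3 SD, cut at about 26% in these data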;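 note: competitive labeling of PME-1 active site by serine hydrolase directed probe; 0% = PME-1 with DMSO and 100% = wells lacking PME-1 enzyme; inhibitors block probe labeling so polarization falls and inhibition rises; many of its hits are not listed in these tables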
Bcl-xL primary = blocks human Bcl-xL binding to Bim BH3 peptide. Q07817. GST-Bcl-xL / FITC-Bim BH3 peptide fluorescence polarization. inhibition, % at 10.9 µM. 320,000 compounds, 0.7% hits. AID 2129;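 active = inhibition above the mean of all tested compounds plus 3 SD, cutoff set per campaign, cut at about 30% in these data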;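 note: 0% = DMSO wells and 100% = unlabeled Bim-BH3 peptide competitor; inhibitors lower millipolarization by displacing the labeled peptide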
Target sequence (Q07817 whole entry, looked up): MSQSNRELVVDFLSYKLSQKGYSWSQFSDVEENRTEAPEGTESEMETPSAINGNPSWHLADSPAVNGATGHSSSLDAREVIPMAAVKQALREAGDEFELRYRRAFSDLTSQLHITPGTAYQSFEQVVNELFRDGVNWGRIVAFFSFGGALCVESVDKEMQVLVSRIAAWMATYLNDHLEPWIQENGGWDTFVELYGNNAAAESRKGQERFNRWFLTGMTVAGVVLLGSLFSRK
MEX-5 binding = C. elegans MEX-5 TCR-2 RNA binding activity | Q9XUB2 | MEX-5/FITC-TCR2 RNA binding, fluorescence polarization; hits give low values | activity score (negative = inhibition of binding), % at 10 µM | 300,000 compounds, 0.38% hits | AID 1832;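 active = inhibition past about -25% in most replicates, and total fluorescence under double the plate's negative control median, limit read from the data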;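 note: 0% = DMSO and -100% = 5 µM competing unlabeled TCR2 RNA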
Target sequence (Q9XUB2 whole entry, looked up): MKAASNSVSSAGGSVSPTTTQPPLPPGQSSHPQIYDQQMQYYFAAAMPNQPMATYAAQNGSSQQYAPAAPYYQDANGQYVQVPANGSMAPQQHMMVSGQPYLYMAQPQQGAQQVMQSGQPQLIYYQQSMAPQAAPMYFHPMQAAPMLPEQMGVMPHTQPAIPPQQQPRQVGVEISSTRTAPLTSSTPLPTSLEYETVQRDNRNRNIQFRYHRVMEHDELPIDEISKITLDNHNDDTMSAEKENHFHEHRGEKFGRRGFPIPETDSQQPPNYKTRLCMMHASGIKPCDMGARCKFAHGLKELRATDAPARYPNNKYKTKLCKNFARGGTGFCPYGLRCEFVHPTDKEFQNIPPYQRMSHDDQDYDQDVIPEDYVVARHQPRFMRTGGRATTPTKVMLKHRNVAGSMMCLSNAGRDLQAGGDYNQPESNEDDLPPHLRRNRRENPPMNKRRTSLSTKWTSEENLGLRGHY
MCL1-BIM inh = inhibitors of human MCL1 binding to BIM-BH3 peptide; 320,000 compounds, 0.68% hits; Q07820; inhibition, % at 10.9 µM; GST-MCL1 / FITC-Bim-BH3 fluorescence polarization; AID 2057;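 active = inhibition above the mean inhibition of all tested compounds plus 3 SD, set per campaign, cut at about 40% in these data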;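 note: 0% = DMSO wells and 100% = unlabeled Bim-BH3 peptide control; higher means more loss of mP so more displacement of Bim peptide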
Target sequence (Q07820 whole entry, looked up): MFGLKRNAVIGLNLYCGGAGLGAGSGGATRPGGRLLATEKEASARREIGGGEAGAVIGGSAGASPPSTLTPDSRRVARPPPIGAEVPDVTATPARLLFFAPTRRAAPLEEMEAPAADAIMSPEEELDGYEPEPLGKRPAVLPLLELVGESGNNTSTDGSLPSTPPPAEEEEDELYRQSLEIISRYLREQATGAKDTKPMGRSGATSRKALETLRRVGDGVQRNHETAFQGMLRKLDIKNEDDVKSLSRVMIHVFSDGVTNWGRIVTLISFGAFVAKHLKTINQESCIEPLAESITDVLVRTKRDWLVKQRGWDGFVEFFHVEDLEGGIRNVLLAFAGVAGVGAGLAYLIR
GLD-1 TGE inh = GLD-1-TGE RNA interaction inhibition (C. elegans); Q17339; purified GLD-1 + fluorescein TGE RNA, fluorescence polarization; inhibition, % at 5.96 µM; 320,000 compounds, 0.44% hits;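 active = percent inhibition above a per-plate cutoff, the plate mean of test compounds plus 3 SD, cut at about 30% in these data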;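 note: 0% = DMSO wells with GLD-1 and probe and 100% = wells lacking GLD-1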
pPAFAH FP inh = pPAFAH (human) enzyme inhibition; recombinant pPAFAH, FP-rhodamine probe fluorescence polarization; inhibition, % at 3.39 µM; 330,000 compounds, 1.5% hits;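 active = inhibition above the mean inhibition across the screen plus 3 SD, cut at about 25% in these data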;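 note: inhibitors block binding of the rhodamine activity-based probe so polarization drops; 0% = enzyme with DMSO and 100% = wells lacking pPAFAH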
Fam108B inh = blocks mouse Fam108B hydrolase in RBBP9 counter-screen | inhibition, % at 9.51 µM | recombinant Fam108B, FP-Rh probe fluorescence polarization | 300,000 compounds, 0.33% hits;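 active = inhibition above the screen mean inhibition plus 3 SD, computed separately per campaign, cut at about 18% in these data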;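 note: inhibitors lower polarization as less probe binds the enzyme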
* hit, by the source's call; . = no result given.

SMILES	PAFAH1B2 inh	AHR act	PME-1 primary	Bcl-xL primary	MEX-5 binding	MCL1-BIM inh	GLD-1 TGE inh	pPAFAH FP inh	Fam108B inh
O=C(CSc1nccc(=O)[nH]1)c1ccccc1Br	7	1	0	7	1.3	12	0	0	0
CC1(C)CC(=O)C(C(N)=NC(=O)c2ccc([N+](=O)[O-])cc2)=C(O)C1	3	4	-3	6	-0.8	-9	14	0	-2
CCOC(=O)C1CCN(C2=NC(=O)/C(=C/c3ccc(O)cc3)S2)CC1	8	-1	1	-3	6.3	6	-17	3	-4
COCc1cc(=O)n2[nH]c(C)c(-c3ccccc3)c2n1	6	0	-7	4	-5.0	10	-3	0	-4
Cc1cccc(C(=O)O/N=C2\CCSc3ccc(C)cc32)c1	7	6	0	4	-1.1	3	5	5	-12
CC(=O)Nc1ccc(S(=O)(=O)NC2CC(=O)N(c3ccc4c(c3)OCCO4)C2)cc1 (stereo unspecified)	3	16	4	4	1.5	0	1	-1	-1
COc1ccc(COc2cc(-c3cccc(OC)c3)nc3ccc(NC(=O)C(C)C)cc23)cc1	-21	11	-35	4	-1.4	0	2	-6	-41
CN(C)CCCN(C(=O)COc1ccccc1)c1nc2c(Cl)cccc2s1	-4	-1	-3	7	0.7	4	-1	3	3
CC(C)(C)c1cc(N2CCOCC2)n2ncc(-c3ccccc3)c2n1	4	0	-2	0	4.2	2	-2	5	2
Cc1ccccc1NC(=O)c1cccc2nc3ccccc3nc12	5	4	11	4	-0.4	-2	10	11	4
COc1cc(-c2nc(-c3ccc(Br)o3)no2)cc(OC)c1OC	9	91*	1	-8	0.3	-3	8	-7	-7
Nc1cc(-c2ccc(OC(F)(F)F)cc2)nn1-c1ccc(Cl)c(Cl)c1	.	0	5	2	2.2	9	5	4	2
CC(=O)c1ccc(NC(=O)/C(=C\c2ccc(F)cc2)NC(=O)c2ccco2)cc1	5	0	-3	0	-1.1	-1	3	2	2
COc1ccc(N2C(=O)c3ccccc3NC23CCCC3)cc1	4	-4	1	3	-0.9	-1	-2	-5	1
CN(C)c1nn(C(=O)Nc2cccc(C(F)(F)F)c2)cc1-c1ccccc1	0	9	-6	1	-0.2	-7	6	4	-2
O=C(Nc1ccc2oc(-c3cccc4ccccc34)nc2c1)c1ncn[nH]1	-5	12	-36	5	-2.0	5	10	-9	-24
Cc1sc(-c2ccncc2)nc1OC(=O)c1cc(Cl)cc(Cl)c1	5	0	-10	7	0.6	16	11	-1	8
COc1ccc(C(=O)NC(NC(=S)Nc2ccc(S(N)(=O)=O)cc2)C(Cl)(Cl)Cl)cc1 (stereo unspecified)	-26	1	-51	7	-1.3	8	3	-21	-17
O=C(Nc1ccc(Br)cc1F)C1CCCO1 (stereo unspecified)	4	-2	3	4	0.2	3	0	2	5
O=C(O)CCNS(=O)(=O)c1cccc2nsnc12	10	2	1	9	.	-2	2	5	3
COc1ccc(NC(=O)CN(C)C(=O)Cn2c(=O)oc3ccccc32)cc1	-2	4	-3	-4	-0.9	2	-4	4	1
CC(C)OC(=O)c1ccc(COC(=O)CNC(=O)c2ccco2)cc1	0	-2	1	9	1.9	7	-4	3	1
C/C(=N\Nc1cccc2cccnc12)c1ccccn1	3	47*	3	3	-2.7	5	-5	10	7
O=C(c1cccs1)N1CCN(c2cccc(Cl)c2)CC1	1	-2	-1	0	2.5	-9	4	8	1
O=C(O)[C@@H]1CCCN1C(=O)CCc1c[nH]c2ccccc12	0	5	0	4	-0.5	7	4	7	0
Cc1c(C(=O)NC2CC(=O)N(c3ccc4c(c3)OCCO4)C2)cccc1[N+](=O)[O-] (stereo unspecified)	3	-1	-1	2	1.9	2	4	1	0
C=CCn1c(-c2ccc([N+](=O)[O-])cc2)n[nH]c1=S	6	1	-1	-20	-2.1	-13	8	3	2
COCCNC(=O)C(=O)c1cc(C)n(-c2ccc([N+](=O)[O-])cc2)c1C	1	-2	2	0	-0.2	-1	6	36*	-1
Cc1ccc(S(=O)(=O)N2[C@@H](c3ccccc3F)C(C(=O)O)=CC[C@H]2c2ccc3c(c2)OCO3)cc1	18	-4	-5	6	.	14	-8	-2	-1
Cc1ccc(C(=O)Nc2cccc(O)c2)cc1S(=O)(=O)N1CCCCCC1	-6	1	-1	2	2.5	3	-2	1	-3
Cc1cc(NS(=O)(=O)c2ccc(-c3ccccc3)cc2)no1	3	1	1	7	3.2	4	8	3	5
O=C(NC1=NCCS1)C1CCCCC1	2	-1	-4	3	-0.2	-6	2	-2	4
CC(NC(=O)CCNS(=O)(=O)c1cccc2nonc12)c1ccccc1 (stereo unspecified)	5	0	3	5	-1.8	-3	9	9	-2
COC(=O)c1sccc1NC(=O)c1cccnc1	-4	13	-2	5	1.0	7	7	3	8
CC(C)(C)OC(=O)NCCCC[C@H](NC(=O)c1nc[nH]c1C(=O)NCC(=O)OCc1ccccc1)C(=O)OC(C)(C)C	-3	3	1	1	3.2	5	9	9	-3
CC(NC(=O)CN(C)CC(=O)Nc1ccccc1Br)c1ccccc1 (stereo unspecified)	2	-1	18	4	.	4	3	3	.
CCc1ccnc(NC(=O)NS(=O)(=O)c2ccc(C)cc2)c1	.	2	-5	3	-6.0	2	4	-2	-1
O=C1CC(=O)Nc2cc(S(=O)(=O)N3CCN(c4ccc([N+](=O)[O-])cc4)CC3)ccc2N1	6	0	1	8	-2.1	11	-5	3	-1
COc1ccc(OCCC(=O)OCC(=O)NC2CCCCC2)cc1	3	-2	.	.	.	.	-6	17	.
O=C(NNC(=O)c1csc(N2CCOCC2)n1)c1ccc(=O)[nH]c1	4	-1	1	4	.	4	4	1	.

Random excerpt: 2 compounds from above.
SMILES	PAFAH1B2 inh	AHR act	PME-1 primary	Bcl-xL primary	MEX-5 binding	MCL1-BIM inh	GLD-1 TGE inh	pPAFAH FP inh	Fam108B inh
O=C(c1cccs1)N1CCN(c2cccc(Cl)c2)CC1	1	-2	-1	0	2.5	-9	4	8	1
COc1ccc(NC(=O)CN(C)C(=O)Cn2c(=O)oc3ccccc32)cc1	-2	4	-3	-4	-0.9	2	-4	4	1

pPAFAH FP inh: hit marks shown above.
structure,PAFAH1B2 inh,AHR act,PME-1 primary,Bcl-xL primary,MEX-5 binding,MCL1-BIM inh,GLD-1 TGE inh,pPAFAH FP inh
COCCNC(=O)C(=O)c1cc(C)n(-c2ccc([N+](=O)[O-])cc2)c1C,1,-2,2,0,-0.2,-1,6,36*

Further entries follow.
SMILES	PAFAH1B2 inh	AHR act	PME-1 primary	Bcl-xL primary	MEX-5 binding	MCL1-BIM inh	GLD-1 TGE inh	pPAFAH FP inh	Fam108B inh
CCOC(=O)c1cc2sccc2n1CC(=O)Nc1ccc(OC)cc1OC	3	18	2	4	3.4	9	-1	4	13
CCOC(=O)C1(Cc2ccccc2Cl)CCN(C(=O)c2cc(C)on2)CC1	4	7	-1	3	-0.7	-3	-7	5	2
O=C(c1ccc(C(F)(F)F)cc1)N1CCC(=O)N(C(COCc2ccc(C(F)(F)F)cc2)Cc2ccccc2)CC1 (stereo unspecified)	15	-2	-4	3	3.5	1	8	10	2
O=C(OCC(=O)N1CCc2ccccc2C1)c1cccc([N+](=O)[O-])c1	0	-1	6	2	0.7	-7	5	15	1
O=C(OCC(=O)N1CCN(c2ccccc2)CC1)c1cc(Br)ccc1Cl	-5	0	0	0	.	6	6	0	.
C/C(=N\NC(=O)Cc1cccn1C)c1cccs1	2	2	0	1	0.9	11	2	1	1
O=C(CN1CCN(c2cccc(Cl)c2)CC1)Nc1nccs1	5	1	-1	-1	0.5	-4	-4	-4	-2
CN1CCN(c2nc(-c3cccs3)nc3ccccc23)CC1	-1	20	0	4	-1.3	0	-6	1	4
CSc1nnc(N2C(=O)C(O)=C(C(=O)c3ccco3)C2c2ccc(F)cc2)s1 (stereo unspecified)	0	0	-4	80*	-22	71*	83*	7	-2
N#Cc1c(N)oc(-c2cccs2)c1-c1cccs1	5	8	0	8	-1.7	16	-2	13	-1
CC(=O)Nc1ccc2nc(-c3cccs3)[nH]c2c1	0	15	4	-3	0.4	-9	0	8	1
CCN(CC)C(=O)c1ccc(COc2ccccc2Cl)o1	5	0	12	0	1.0	-2	0	6	-1
CC(C)C(OC(=O)c1cc2occc2n1C)C(=O)NCc1ccc2c(c1)OCO2 (stereo unspecified)	0	-3	-8	2	0.4	3	3	4	1
CCOc1ccc(NS(=O)(=O)c2cc(OC)ccc2OC)cc1	1	0	-3	8	1.4	4	1	8	0
Cc1ccc2[nH]cc(CCNC(=O)c3ccc([N+](=O)[O-])cc3)c2c1	5	-3	5	8	0.3	6	10	11	4
COc1cccc(-c2cc3nc(-c4ccccc4)cc(N4CCCC(O)C4)n3n2)c1 (stereo unspecified)	2	74*	-4	2	3.4	4	3	-9	-9
O=C(CSc1nnc(CNC(=O)c2ccco2)o1)Nc1ccccc1F	2	2	-2	3	.	8	5	1	5
CCC1(C)Cc2ccccc2-c2c1c(=O)n(-c1ccc(C)cc1)c1nnnn21 (stereo unspecified)	-1	16	-2	6	0.4	3	5	-5	0
O=C(/C=C/c1ccc(S(=O)(=O)N2CCOCC2)cc1)NCc1ccccc1Cl	-4	4	5	5	1.1	11	-1	0	1
COc1ccc2cc(CN(CC3CCCO3)S(=O)(=O)c3ccc(C(C)=O)cc3)c(=O)[nH]c2c1 (stereo unspecified)	1	-1	-6	4	0.5	2	3	0	-7
O=C(CSc1nc2c(c(=O)n1-c1ccc(Br)cc1)SCC2)NCC1CCCO1 (stereo unspecified)	5	1	9	-2	-0.4	-4	4	0	0
Cc1ccc(NC(=O)C2CCN(S(=O)(=O)c3cccc4cccnc34)CC2)nc1	-4	1	9	3	2.4	5	10	5	0
CCC(=O)NCCc1nc2cc(NC(=O)c3ccc(F)cc3)ccc2n1C	3	6	-2	2	0.8	8	-8	0	4
CCOc1cc(/C=C2\C(=O)N(c3nc(-c4ccc(Br)cc4)cs3)N=C2c2ccccc2)ccc1O	2	8	10	3	-2.7	7	-9	41*	42*
COc1ccc(CC(=O)N2CCCC(C)C2)cc1 (stereo unspecified)	-8	2	2	-2	1.6	-3	-4	3	1
O=C1C(Cc2ccc(O)cc2)NC(=S)N1c1ccccc1 (stereo unspecified)	-3	0	1	0	3.8	2	0	3	3
CN(C)c1nc(OCCNC(=O)COc2ccccc2Cl)nc(N(C)C)n1	3	9	-4	2	1.2	-4	4	2	-4
O=C(c1cnc(N2CCN(c3ncccn3)CC2)c2ccccc12)N1CCN(c2ncccn2)CC1	4	-1	-2	7	0.1	2	6	1	1
O=C(CSc1ccc(Cl)cc1)N1CCN(c2ccc(Cl)cc2[N+](=O)[O-])CC1	10	-2	2	-1	0.7	2	4	5	1
Cc1ccc(CCNC(=O)c2sc3nc4n(c(=O)c3c2C)CCC4)cc1	5	2	5	1	3.0	-4	-2	10	-3
Cc1ccc(C)n1-c1ccc(C(=O)/C=C/N(C)C)cc1	2	-2	-1	-4	-19	-7	-6	14	4
Clc1ccc(-c2c[nH]c3ccccc23)nn1	1	23	3	3	0.3	1	1	1	9
COC(=O)/C(=C(/F)Sc1cc(C)c(O)c(C)c1)C(F)(F)F	2	0	-6	7	-0.8	12	9	3	-3
CCOc1ccccc1CNC(=O)CCC(=O)N1Cc2ccccc2Oc2ncccc21	-4	6	2	3	-0.9	2	2	6	0
Cc1ccc(NC(=O)OC(C)CNC(=O)Oc2cccc(C)c2)cc1 (stereo unspecified)	8	9	1	9	2.1	12	2	-1	5
CC(C(=O)NCc1cccs1)N1C(=O)c2ccccc2C1=O (stereo unspecified)	-1	1	-4	-3	1.3	-5	-5	3	1

Only part of the results is shown; count on the stated rates, not on these rows.
